# KCNK9 inh: KCNK9 potassium channel inhibitors, primary screen, HEK293 cells, thallium flux; B-score at 10 µM; AID 488922, 2010; 310,000 tested, 1.2% active; FluxOR thallium flux fluorescence; stronger effect = lower value; Potassium channel subfamily K member 9 (Homo sapiens), Q9NPC2;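 active means ratio B-score over 3 SD below the library mean, with starting fluorescence within 5 SD of its mean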;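 further: negative B-score means less thallium flux so channel inhibition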
# RGS4 pot: RGS4 potentiators or activators, primary screen, cell-based, HEK293 M3R inducible RGS4, calcium flux; 310,000 tested, 0.92% active; B-score at 10 µM; carbachol calcium flux Fluo4; stronger effect = lower value;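 active means B-score of the integrated calcium signal more than 4 SD below the library mean, with starting fluorescence not abnormally high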;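 further: negative B-score means reduced calcium response which marks RGS4 activation or potentiation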
#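 Detection: kinetic calcium fluorescence imaging with Fluo4-AM dye, 2 µM / Material: HEK293 cells with stable M3R and inducible RGS4 / Schedule: recording 10 s baseline at 1 Hz, 100 s post-agonist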
# KCNK3 block: human KCNK3 channel inhibitors, primary screen, CHO cells, FluxOR thallium flux, B-score; B-score at 10 µM; AID 602410, 2012; FluxOR fluorescence; stronger effect = lower value; 340,000 tested, 0.84% active;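 active means B-score under library mean minus 4 SD, starting fluorescence ratio at most library mean plus 5 SD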;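 further: more negative B-score means stronger inhibition of thallium flux through KCNK3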
# KCNQ1 pot: potentiators or activators of KCNQ1 channel, primary screen, cell-based, thallium flux, high-throughput. Potassium voltage-gated channel subfamily KQT member 1 (Homo sapiens), P51787. CHO-K1 KCNQ1, thallium flux FluxOR fluorescence; stronger effect = higher value. B-score at 10 µM. 310,000 tested, 0.35% active. AID 2648, 2010;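 active means fluorescence ratio B-score, a plate-corrected score, at least three library SD, with initial intensity B-score within 5 SD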
#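 Assay system: CHO-K1 cells stably expressing KCNQ1. Medium: assay buffer for compound exposure, DMSO matched across wells. Timing: 37 °C overnight plating, 90-min dark dye load, 20-min compound pretreatment. Signal: kinetic FluxOR fluorescence, 10 s baseline plus 110 s post-stimulus.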
# hERG protect: hERG rescue from dofetilide block, primary screen, cell-based, CHO-hERG, FluxOR thallium flux, dofetilide IC70; dofetilide IC70 present; 310,000 tested, 0.51% active; activation (rescue from dofetilide block), less the hit threshold, % at 10 µM; Voltage-gated inwardly rectifying potassium channel KCNH2 (Homo sapiens), Q12809;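 active means activation above the mean of controls blocked by dofetilide plus 5 SD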;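 further: thallium influx through hERG after potassium depolarization seen as dye fluorescence rise; in these data hits start at about 4.7%; inactives centre near -7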
# GSK3B inh: human GSK3beta kinase inhibitors, primary screen, biochemical, cell-free homogeneous, HTS. activity score (negative = inhibition), % at 10 µM. Glycogen synthase kinase-3 beta (Homo sapiens), P49841. 300,000 tested, 0.038% active. GST-GSK3beta kinase, ADP-Glo luminescence, 60 min; stronger effect = lower value. AID 2097, 2009;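 active means more than half of replicate wells score below -50%, meaning over 50% inhibition versus plate controls; inconclusive means some replicates but at most half score below -50%; inactive means no replicate scores below -50%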;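 further: 0% = median DMSO wells and -100% = median GW8510 positive control wells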
# Target sequence (P49841 whole entry, looked up): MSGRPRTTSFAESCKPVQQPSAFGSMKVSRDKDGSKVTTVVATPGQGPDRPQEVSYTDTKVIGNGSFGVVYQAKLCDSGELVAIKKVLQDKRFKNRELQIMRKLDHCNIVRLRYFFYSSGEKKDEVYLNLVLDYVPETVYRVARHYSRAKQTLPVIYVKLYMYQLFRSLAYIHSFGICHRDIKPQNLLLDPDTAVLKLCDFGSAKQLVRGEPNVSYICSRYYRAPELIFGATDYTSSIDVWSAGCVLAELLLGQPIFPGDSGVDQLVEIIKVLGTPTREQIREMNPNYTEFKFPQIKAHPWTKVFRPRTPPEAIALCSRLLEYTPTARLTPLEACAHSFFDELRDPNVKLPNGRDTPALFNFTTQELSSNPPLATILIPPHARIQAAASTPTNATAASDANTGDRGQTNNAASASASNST
#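 Assay system: GST-tagged human GSK3beta kinase, cell-free; Input: 1.6 ng GSK3beta; Medium: Tris/MgCl2 kinase buffer; Timing: 60 min enzyme reaction, room temperature; Signal: ADP-Glo luminescence quantifying ADP generated by kinase; Evaluation: score relative to plate controls; Benchmarks: DMSO neutral wells and GW8510 at 20 µM as positive.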
# GSK3 alpha inh: blockers of GSK3A enzyme activity – biochemical, luminescence, cell-free homogeneous, HTS, primary screen; Glycogen synthase kinase-3 alpha (Homo sapiens), P49840; GSK-3 alpha kinase, ADP-Glo luminescence, 60 min; inhibition, % at 10 µM; 320,000 tested, 0.1% active; AID 2650, 2010;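 in the data active means inhibition above about 50%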;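 further: GST-tagged GSK-3 alpha with peptide substrate and 25 µM ATP; 0% = DMSO neutral wells and 100% = GW8510 positive control wells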
# KCNQ1 block: inhibitors of human KCNQ1 channel, primary screen, cell-based, thallium flux, high-throughput. AID 2642, 2010. 310,000 tested, 1.3% active. CHO-K1 KCNQ1, FluxOR thallium flux fluorescence; stronger effect = higher value. Potassium voltage-gated channel subfamily KQT member 1 (Homo sapiens), P51787. B-score at 10 µM;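 active means compounds whose thallium flux B-score, printed positive for inhibition, exceeds three library SD while starting fluorescence stays within three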;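 further: channel opened by potassium depolarization with thallium stimulus after 20 min compound exposure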
# PolyA inh: polyadenylation inhibitors in yeast reporter cells, primary screen, luminescence, S. cerevisiae. S. cerevisiae SKY197-pL101 polyadenylation reporter, beta-gal luminescence; efflux-impaired pdr1/pdr3 knockout yeast; score 100 = 6 SD above DMSO. calls only at 12 µM. 300,000 tested, 0.02% active;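 active means lowest replicate activity score at least 50, where 100 means six control SD above control mean; inconclusive means lowest score under 50 but half or more replicates reach 50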;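 further: yeast exposed to compound for 9 h at 30 °C; higher score means more reporter readthrough which indicates perturbed polyadenylation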
# Dyrk1A ADPGlo: rat Dyrk1A kinase inhibitors, primary screen, biochemical, single point, plate reader. ADP-Glo luminescence, NFATc1 peptide. Dual specificity tyrosine-phosphorylation-regulated kinase 1A (Rattus norvegicus), Q63470. inhibition, % at 12.5 µM. 310,000 tested, 0.43% active; in the data active means inhibition above about 50%;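 further: plate controls were vehicle with enzyme for no effect and no enzyme for full effect; many of its hits are not listed in these tables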
# HDAC3 inhib: HDAC3 deacetylase inhibitors, primary screen, biochemical, fluorescence, cell-free homogeneous. recombinant HDAC3, fluorogenic peptide/trypsin coupled. inhibition, % at 8.3 µM. 320,000 tested, 0.15% active; in the data active means inhibition above about 26%, passing the limit was not always enough; inconclusive means no clear call, values can overlap the other calls
# Target sequence (O15379 whole entry, looked up): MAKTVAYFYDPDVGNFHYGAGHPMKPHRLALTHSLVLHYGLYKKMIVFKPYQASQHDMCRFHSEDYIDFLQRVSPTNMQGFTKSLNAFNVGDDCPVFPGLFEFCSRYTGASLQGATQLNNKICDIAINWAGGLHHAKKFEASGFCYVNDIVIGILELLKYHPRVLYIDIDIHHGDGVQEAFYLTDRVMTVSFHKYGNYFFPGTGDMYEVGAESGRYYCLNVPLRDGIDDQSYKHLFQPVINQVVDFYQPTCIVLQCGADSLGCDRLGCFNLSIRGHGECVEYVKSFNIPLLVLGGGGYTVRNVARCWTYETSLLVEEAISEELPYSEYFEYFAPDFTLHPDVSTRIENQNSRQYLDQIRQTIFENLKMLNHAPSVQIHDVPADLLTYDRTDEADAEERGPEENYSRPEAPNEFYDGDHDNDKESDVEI
# Active calls of the source: *; i = inactive; ? = inconclusive; . = not tested or not shown.
cpd	SMILES	KCNK9 inh	RGS4 pot	KCNK3 block	KCNQ1 pot	hERG protect	GSK3B inh	GSK3 alpha inh	KCNQ1 block	PolyA inh	Dyrk1A ADPGlo	HDAC3 inhib
1	O=C(NNc1ncc(C(F)(F)F)cc1Cl)c1ccc(Cl)c(Cl)c1	i	i	i	i	-8	-2	-1	i	i	.	-3
2	CCCCn1c(-c2ccccc2C)nc2cc3[nH]c(=O)c(C(C)C)nc3cc21	-8.1*	i	i	i	-18	-1	-5	i	i	0	-3
3	CC(C)(C)NC(=O)NC(=O)COC(=O)CCC1CCCC1	i	i	i	i	-8	-1	-1	i	i	1	5
4	COc1cccc(-n2ccnc2SCC(=O)NCc2ccccc2)c1	i	i	i	i	-5	5	0	i	i	1	-4
5	CCCOc1ccc(C2=CSC3=NCCN23)cc1Cl	i	i	i	i	-9	-2	1	i	i	4	-4
6	COCCNC(=O)C1CCCN(S(=O)(=O)c2ccc3c(c2)CC(C)N3C(=O)C2CC2)C1 (centres undefined)	i	i	i	i	-10	1	0	i	i	-1	-5
7	Cc1ccc(-c2nnn(CC(=O)N3CCCCC3)n2)o1	i	i	i	i	-18	-1	8	i	i	0	0
8	CN(C)/C=N/NC(=O)c1ccc(Cl)cc1	i	i	i	i	-7	-1	-3	i	i	0	3
9	Cc1oc2nc(SCC(=O)NCCCO)nc(N)c2c1C	i	i	i	i	-17	3	-1	i	i	-1	-3
10	O=S(=O)(Cc1cc(NCc2ccccc2)nc(-c2ccccn2)n1)c1ccccc1	i	i	i	i	-9	-21	7	i	i	-1	-3
11	Cc1ccc(S(=O)(=O)NC(C)CCc2ccccc2)cc1C(N)=O (centres undefined)	i	i	i	i	-12	-3	7	i	i	1	-7
12	O=C(CCS(=O)(=O)Cc1ccccc1)NCC1CCCO1 (centres undefined)	i	i	i	i	-6	1	1	i	i	0	-19
13	CCOC(=O)c1nn(-c2ccc(Br)cc2)cc1C(=O)c1cccc2ccccc12	i	i	i	i	-14	0	.	i	i	-2	4
14	Cc1cc(NC(=O)CSc2nc(C)c(C)c(=O)[nH]2)no1	i	i	i	i	-14	2	-2	i	i	3	2
15	CC/C(=N\NS(C)(=O)=O)c1ccccc1	i	i	.	i	-6	1	4	i	i	.	-1
16	O=C(OCC(=O)N1CCN(C(=O)c2ccco2)CC1)c1cc(-c2ccccc2)nc2ccccc12	i	i	i	i	-18	2	-2	i	i	2	-2
17	Cc1ccnc(N2CCC(C(=O)Nc3cccc(C(F)(F)F)c3)CC2)n1	i	i	i	i	-18	-1	-1	i	i	5	17
18	COc1cc(CN2CCN(CCCc3ccccc3)C(CCO)C2)cc(OC)c1O (centres undefined)	i	i	i	i	-7	0	-4	i	i	9	-2
19	c1ccc(Cc2nn3c(Cn4nnc5ccccc54)nnc3s2)cc1	i	i	i	i	-13	2	2	i	i	1	5
20	CCc1cccc(NC(=O)C2CCCN(S(=O)(=O)c3cccs3)C2)c1 (centres undefined)	i	i	i	i	-9	1	2	i	i	1	4
21	COc1cccc(Cn2cccc(NC(=O)NCc3ccccc3)c2=O)c1	i	i	i	i	-11	-2	-2	i	i	.	0
22	CCn1ncc(S(=O)(=O)Nc2cc(Cl)ccc2C)c1C	i	i	i	i	-10	3	-1	i	i	2	-1
23	Cc1nn(C)c(C)c1S(=O)(=O)N(CC(=O)NC1CCCCCC1)c1ccc(C(C)C)cc1	i	i	i	i	-13	2	1	i	i	4	-1
24	CCc1nnc(NC(=O)CCN2C(=O)/C(=C/c3cc(OC)c(OC)c(OC)c3)SC2=S)s1	i	i	i	i	-7	8	0	i	i	-2	4
25	Cc1ccccc1-c1nc(CS(=O)CC(=O)NC(C)CCc2ccccc2)c(C)o1 (centres undefined)	i	i	i	i	-13	-2	4	i	i	-1	3
26	Cc1ccc(NC(=O)c2cc(S(=O)(=O)NCCC3=CCCCC3)ccc2F)cc1	i	i	i	i	-7	-28	2	i	i	-7	11
27	CCN1CCN(C(=O)C2CCN(S(=O)(=O)c3cc(Cl)ccc3Cl)CC2)CC1	i	i	i	i	-10	.	-3	i	i	-3	-7
28	Cc1ccc(-n2ncc(C(=O)N3CCN(C(=O)c4ccco4)CC3)c2-n2cccc2)cc1	i	i	i	i	-7	0	2	i	i	2	2
29	Cc1ccc(NC(=O)c2ccc([N+](=O)[O-])cc2)cc1S(=O)(=O)N(C)C	i	i	i	i	-6	0	-7	i	.	-2	5
30	Cc1ccc(C(=O)Nc2ccccc2)cc1S(=O)(=O)Nc1ccc(Cl)cn1	i	i	i	i	0	3	-2	i	i	-4	1
31	O=C(c1ccccc1)c1cnc2ccc(Cl)cc2c1N1CCOCC1	i	i	i	i	-19	1	.	i	i	1	8
32	COc1cccc(/C=N/NC(=O)CCc2c(C)n[nH]c2C)c1	i	i	i	i	-6	0	21	i	i	4	4
33	COCCN(C(=O)c1csnn1)C(C(=O)NC1CCCCC1)c1ccccc1 (centres undefined)	i	i	i	i	-6	0	-4	i	i	-2	-2
34	CCN(CC)CCn1c2c(c(SCC(=O)Nc3nc4ccc(C)cc4s3)nc1=O)CCC2	i	i	i	i	-13	5	1	i	i	5	15
35	COc1ccc(NC(=O)COc2ccc(C(=O)c3ccc(F)cc3)cc2)cc1S(N)(=O)=O	i	i	i	i	-13	-2	1	i	i	-3	3
36	COc1cc(CNC(=O)c2ccc3oc(C(C)C)nc3c2)cc(OC)c1	i	i	i	i	-3	2	1	i	i	0	-1
37	COc1ccc(-c2oc(NC(=O)CSc3ncn[nH]3)c(C#N)c2-c2ccc(OC)cc2)cc1	i	i	-13*	i	-18	2	-5	i	i	3	7
38	O=C1NC(=S)S/C1=C/c1ccc(OC(=O)c2ccco2)cc1	i	i	i	i	-7	2	-2	i	i	71*	-6
39	Cc1cc(C)n(CCC(=O)Nc2ccc(-c3ccno3)cc2)n1	i	i	i	i	-6	1	-10	i	i	-1	-6
40	Cc1ccc(NC(=O)NCCN2CCCCC2)cc1Cl	i	i	i	i	-7	1	0	i	i	6	6

# Rewritten with each value named: entries from further up
(35) COc1ccc(NC(=O)COc2ccc(C(=O)c3ccc(F)cc3)cc2)cc1S(N)(=O)=O
  KCNK9 inh = i
  RGS4 pot = i
  KCNK3 block = i
  KCNQ1 pot = i
  hERG protect = -13
  GSK3B inh = -2
  GSK3 alpha inh = 1
  KCNQ1 block = i
  PolyA inh = i
  Dyrk1A ADPGlo = -3
  HDAC3 inhib = 3

(36) COc1cc(CNC(=O)c2ccc3oc(C(C)C)nc3c2)cc(OC)c1
  KCNK9 inh = i
  RGS4 pot = i
  KCNK3 block = i
  KCNQ1 pot = i
  hERG protect = -3
  GSK3B inh = 2
  GSK3 alpha inh = 1
  KCNQ1 block = i
  PolyA inh = i
  Dyrk1A ADPGlo = 0
  HDAC3 inhib = -1

# Additional results.
cpd	SMILES	KCNK9 inh	RGS4 pot	KCNK3 block	KCNQ1 pot	hERG protect	GSK3B inh	GSK3 alpha inh	KCNQ1 block	PolyA inh	Dyrk1A ADPGlo	HDAC3 inhib
41	CC(CN1CCCC1)C(=O)NN (centres undefined)	i	i	i	i	-4	-5	-2	i	i	-1	3
42	CCOC(=O)c1nnc(-c2ccccc2)nc1NCc1ccccc1	i	i	i	i	-15	1	-4	i	i	7	2
43	CC(=O)c1ccc(NC(=O)CSc2nnc(NC(=O)c3ccco3)s2)cc1	i	i	i	i	-12	2	-2	i	i	-1	4
44	CCCCN(Cc1cc2cc(OC)ccc2[nH]c1=O)C(=O)COc1ccccc1	i	i	i	i	-5	7	1	i	i	7	-5
45	Cc1ccc(C2=NN(C(=O)CCl)C(c3ccco3)C2)o1 (centres undefined)	i	i	i	i	-7	4	.	i	i	-6	.
46	O=C(Nc1cccc(S(=O)(=O)C(F)F)c1)c1ccc(Cl)c(S(=O)(=O)N2CCOCC2)c1	i	i	i	i	-6	2	0	i	i	-8	?
47	COc1ccc(Cc2c(Cl)ncnc2Cl)cc1	i	i	i	i	-2	-1	0	i	i	3	12
48	CCc1c(C)nc2cc(-c3cc(OC)cc(OC)c3)nn2c1N1CCN(CCN2CCOCC2)CC1	i	i	i	i	-28	0	3	i	i	7	-4
49	CC1(C)C(C#N)=C(N)Oc2c1c(=O)oc1ccccc21	i	i	i	i	-12	-2	-1	i	i	-7	-2
50	COc1ccccc1COc1ccc2c(C)c(CC(=O)O)c(=O)oc2c1C	i	i	i	i	-6	0	-1	i	i	1	-4
51	CCc1ccc(-c2nc(CN3CCC(C(=O)NCc4ccco4)CC3)c(C)o2)cc1	i	i	.	i	-18	-1	.	i	i	.	-7
52	Cc1cccc(/C=C/c2onc(C)c2S(=O)(=O)N2CCC(C(=O)N3CCC(C)CC3)CC2)c1	i	i	i	i	-8	-3	-2	6*	i	0	2
53	COc1ccc(CN2CCC(C(=O)Nc3ccc(Oc4ccccc4)nc3)CC2)cc1F	i	i	i	i	-12	1	-1	i	i	.	-3

# Another view of two compounds above.
# Every second line gives: KCNK9 inh | RGS4 pot | KCNK3 block | KCNQ1 pot | hERG protect | GSK3B inh | GSK3 alpha inh | KCNQ1 block | PolyA inh | Dyrk1A ADPGlo | HDAC3 inhib
[52] Cc1cccc(/C=C/c2onc(C)c2S(=O)(=O)N2CCC(C(=O)N3CCC(C)CC3)CC2)c1
  i | i | i | i | -8 | -3 | -2 | 6* | i | 0 | 2
[53] COc1ccc(CN2CCC(C(=O)Nc3ccc(Oc4ccccc4)nc3)CC2)cc1F
  i | i | i | i | -12 | 1 | -1 | i | i | . | -3

# Source: PubChem (several laboratories)

# These rows are one share of the data; the hit share may differ from the screen's.
